PLC-gamma1 inh: inhibitors of human phospholipase C gamma1; P19174; purified PLC-gamma1, fluorogenic substrate, fluorescence; inhibition, % at 12.2 µM; actives 0.84% (n = 370,000); AID 720700; in the data active = inhibition above about 9.5%
Tn6 DDE FP: inhibitors of Tn6 peptide binding to human fibrin DD(E). P02675. Fibrin DD(E) TRITC-Tn6 fluorescence polarization displacement. inhibition, % at 8.3 µM. actives 0.21% (n = 370,000);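 active = inhibition above a per-campaign cutoff: mean of compounds within control limits plus 3 SD, cut at about 15% in these data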;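 note: 0% = median of all compound wells on the plate and 100% = blocking peptide control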
Target sequence (P02675 whole entry, looked up): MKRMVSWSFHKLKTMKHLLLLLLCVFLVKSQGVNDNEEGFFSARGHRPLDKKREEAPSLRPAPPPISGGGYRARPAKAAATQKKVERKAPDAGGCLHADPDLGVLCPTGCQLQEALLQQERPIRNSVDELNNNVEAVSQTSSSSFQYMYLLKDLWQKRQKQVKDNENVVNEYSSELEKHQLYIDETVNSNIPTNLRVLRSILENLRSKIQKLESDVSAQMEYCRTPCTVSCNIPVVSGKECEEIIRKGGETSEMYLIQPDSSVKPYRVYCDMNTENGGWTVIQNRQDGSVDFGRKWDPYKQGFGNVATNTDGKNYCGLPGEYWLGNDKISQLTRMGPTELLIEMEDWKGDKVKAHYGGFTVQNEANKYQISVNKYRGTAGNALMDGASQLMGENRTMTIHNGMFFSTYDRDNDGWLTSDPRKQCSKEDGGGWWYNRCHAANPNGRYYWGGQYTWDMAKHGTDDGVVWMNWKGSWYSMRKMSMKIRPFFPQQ
LEDGF integ inh: blocks HIV-1 LEDGF/p75-dependent DNA integration; inhibition, % at 3.7 µM; TR-FRET IN-LEDGF/p75 DNA integration, Eu/Cy5; actives 0.64% (n = 370,000);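 active = inhibition above the screen-wide mean plus 3 SD, cut at about 13% in these data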;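 note: signal is the Cy5 over europium emission ratio at 671 and 618 nm; 0% = plate median of compound wells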
ASAP1 GAP inh: ASAP1 ArfGAP inhibition | Q9ULH1 | ASAP1-stimulated ARF1 GTP hydrolysis, GDP FP detection | inhibition, % at 16.5 µM | actives 0.19% (n = 360,000) | AID 624377; in the data active = inhibition above about 25%;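 note: 0% = vehicle with enzyme and substrate and 100% = no enzyme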
ARFGAP1 inhibitor: inhibitors of rat ARFGAP1; Arfgap1-stimulated ARF1 GTP hydrolysis, GDP FP detection; Q62848; inhibition, % at 16.5 µM; actives 0.26% (n = 360,000);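 active = inhibition above a per-plate limit, mean inhibition of low control wells plus 3 SD, cut at about 25% in these data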;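 note: 0% = DMSO wells with enzyme and 100% = wells lacking Arfgap1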
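Replicates: Single well per compound | Assay system: Truncated rat Arfgap1 GAP domain | Control set: No-Arfgap1 wells (100%) versus DMSO full-reaction wells (0%) | Times: Enzyme reaction 120 min at 25 °C after 20 min preincubation | Reagent: Human ARF1(Δ1-17)-GTP substrate | Measured by: Tracer-displacement fluorescence polarization with EDTA stop, 620/688 nm | Measure: Percent inhibition of Arfgap1-stimulated GTP hydrolysis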
ADAM10 inh: inhibits human ADAM10. O14672. recombinant ADAM10, EDANS/DABCYL FRET peptide cleavage, 3 h. inhibition, % at 7 µM. actives 0.62% (n = 370,000). AID 720582;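 active = inhibition above a per-campaign cutoff equal to the mean of compounds falling between control-based bounds plus 3 SD, cut at about 20% in these data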;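 note: 0% = DMSO wells while the 100% control is not disclosed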
Target sequence (O14672 214-748 limits assumed): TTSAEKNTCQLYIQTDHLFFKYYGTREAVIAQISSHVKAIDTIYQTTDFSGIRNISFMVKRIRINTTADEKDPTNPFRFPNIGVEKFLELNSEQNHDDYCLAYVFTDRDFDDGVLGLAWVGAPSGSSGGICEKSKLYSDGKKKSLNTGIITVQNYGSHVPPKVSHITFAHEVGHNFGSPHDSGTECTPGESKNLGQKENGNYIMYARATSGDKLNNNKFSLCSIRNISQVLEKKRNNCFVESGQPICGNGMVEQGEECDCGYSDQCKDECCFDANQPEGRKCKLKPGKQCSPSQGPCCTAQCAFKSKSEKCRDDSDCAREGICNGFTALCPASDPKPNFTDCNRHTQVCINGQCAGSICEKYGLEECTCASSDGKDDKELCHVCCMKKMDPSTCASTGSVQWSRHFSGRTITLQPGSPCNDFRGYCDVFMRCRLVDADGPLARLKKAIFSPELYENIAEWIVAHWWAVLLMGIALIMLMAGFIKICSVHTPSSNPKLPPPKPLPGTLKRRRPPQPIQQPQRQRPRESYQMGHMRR
ADAM17 inh: inhibits human ADAM17; P78536; inhibition, % at 6.95 µM; actives 0.83% (n = 370,000); recombinant ADAM17, EDANS/DABCYL FRET peptide cleavage; AID 720648;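 active = inhibition above the mean of compounds lying between control limits plus 3 SD, set per campaign, cut at about 8.5% in these data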;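 note: 0% = DMSO-only wells as the low control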
TDP2 inh: TDP2 (human) inhibition, absorbance primary screen; O95551; recombinant TDP2, T5PNP hydrolysis, p-nitrophenol absorbance 415 nm; inhibition, % at 12.8 µM; actives 0.34% (n = 370,000); AID 720702;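 active = inhibition above the mean of all tested compounds plus 3 SD, set per campaign, cut at about 25% in these data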;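 note: 0% = DMSO with enzyme and 100% = buffer with substrate but no TDP2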
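Evaluation: % inhibition relative to enzyme-containing and enzyme-free wells. Material: recombinant human TDP2. Benchmarks: enzyme-free and DMSO wells. Timing: enzyme reaction with compound for 2 h at 37 °C. Compound dosing: 12.8 µM only. Measured by: p-Nitrophenol epi absorbance. Reagent: T5PNP substrate at 5 mM, a TopII-DNA adduct mimic. Replication: single well per compound.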
KLK7 zymogen act: activates the human kallikrein-7 zymogen | purified proKLK7, EDANS-DABCYL substrate fluorescence; 100% is mature enzyme control, 0% vehicle | activation, % at 7 µM | actives 0.9% (n = 370,000) | AID 652039;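 active = activation above the mean of all tested compounds plus 3 SD, computed per campaign excluding outliers beyond control limits, cut at about 13% in these data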
DDE Tn7 FP inh: disrupts Tn7 cyclic peptide binding to fibrin D-Dimer-E complex; inhibition, % at 8.3 µM; AID 720508; actives 0.13% (n = 370,000); FP displacement of FITC-Tn7 peptide from fibrin DD(E); 0% = median of compound wells per plate; P02675;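 active = inhibition above the mean of compounds falling within the control limits plus 3 SD of them, cut at about 14% in these data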;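 note: 0% = plate median of compound wells and 100% = 10 µM Aha-Tn7 peptide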
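Assay system: human fibrin DD(E). Input: DD(E) 2 µM final. Medium: Tris buffer with calcium and detergent, pH 7.8. Compound dosing: single point at 8.3 µM. Timing: 10 min plus 3 h, room temperature. Technique: fluorescence polarization of the labelled Tn7 tracer. Read-out: percent inhibition. Replicates: singlicate testing.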
An asterisk follows results filed as active. Hits appear at their usual frequency; 4.2% or so of the library scored in one or more.

PLC-gamma1 inh,Tn6 DDE FP,LEDGF integ inh,ASAP1 GAP inh,ARFGAP1 inhibitor,ADAM10 inh,ADAM17 inh,TDP2 inh,KLK7 zymogen act,DDE Tn7 FP inh,canonical_smiles
-1,-5,-3,5,15,-8,-2,8,0.9,0,CCCCC1Cc2[nH]c(=S)[nH]c(=O)c2C(c2ccc(Cl)cc2)O1 (configuration not stated)
1,3,2,2,-3,-2,3,3,0.4,1,CC1CCN(C(=S)c2cn(Cc3cccc(F)c3)c3ccccc23)CC1
1,2,7,8,0,4,0,-3,-0.2,5,CC(C)(C)C(=O)CSc1ccc(S(=O)(=O)N2CCCC2)cn1
-11,5,-2,2,2,-20,-6,-2,-0.2,-3,COc1cccc(NC(=O)CN(C)C(=O)C2CC3C=CC2C3)c1 (configuration not stated)
6,-3,2,4,1,7,8.8*,-15,0.0,-5,O=C(c1ccccc1F)N1CCN(S(=O)(=O)c2ccc(S(=O)(=O)N3CCCCC3)cc2)CC1
2,5,-4,9,6,-5,-4,-5,-0.5,3,COc1cccc(C(=O)NCCS(=O)(=O)N2CCC3(CC2)OCCO3)c1
3,3,0,11,1,5,0,8,0.3,5,CCOC(=O)CNC(=O)C12CC3CC(C1)CC(c1ccc(C)cc1)(C3)C2
-2,4,-2,-1,-5,7,-1,2,0.6,4,COc1ccc([C@@H]2CC=C(C(=O)O)[C@H](c3ccc(F)cc3)N2S(=O)(=O)c2ccc(C)cc2)cc1OC
-12,-14,1,4,13,-5,-1,-8,-9.0,-7,Cc1ccc2nc(-c3ccc(NC(=O)c4cccnc4)cc3)oc2c1
1,2,-1,5,-9,-4,-3,7,-0.2,-5,CN(C1CCCCC1)S(=O)(=O)c1ccc2[nH]c(=O)oc2c1

More entries follow:
PLC-gamma1 inh,Tn6 DDE FP,LEDGF integ inh,ASAP1 GAP inh,ARFGAP1 inhibitor,ADAM10 inh,ADAM17 inh,TDP2 inh,KLK7 zymogen act,DDE Tn7 FP inh,canonical_smiles
0,3,5,3,2,0,-1,-2,-0.2,-2,CC(C)NC(=O)N(C)C[C@H]1OCc2cnnn2CCCC(=O)N([C@H](C)CO)C[C@H]1C
2,2,-2,12,-8,-4,-3,-3,-0.3,-11,Cc1ccccc1-c1nc(CS(=O)(=O)CC(=O)N2CCCCC2)c(C)o1
0,-1,-1,-1,5,-3,-1,2,-0.1,2,CCOC(=O)N1CCC(NC(=O)C(Cc2ccccc2)NC(=O)C2CCCCC2)CC1 (configuration not stated)
0,7,-2,0,3,-7,-2,3,-0.1,-4,Cc1cc(C(=O)Nc2c(C)nn(Cc3ccccc3Cl)c2C)no1
-20,2,10,-10,9,-20,-3,11,0.2,-5,c1csc(-c2ccc3nncn3c2)c1
-2,2,5,-16,8,2,-6,-1,-0.8,4,CCc1nnc(NC(=O)c2ccc(COc3ccccc3C)o2)s1
-9,-13,-1,6,8,-22,-4,4,-0.1,4,CC(=O)c1ccc(N2CCN(C(=O)c3n[nH]c4ccccc34)CC2)cc1
2,9,4,2,4,-1,1,-14,-0.8,-5,O=S1(=O)CCOCCN1Cc1ccccc1
-4,12,-3,17,5,-3,-2,-4,0.1,7,CCN(CC)c1ccc(/C=C2\CCC(/C=C(\C#N)C(=O)Nc3ccccc3F)=C2N2CCOCC2)cc1
-1,-1,1,3,-9,-13,-4,4,-0.6,2,O=c1ccc2ccccc2c2ccccc12

Following part.
PLC-gamma1 inh,Tn6 DDE FP,LEDGF integ inh,ASAP1 GAP inh,ARFGAP1 inhibitor,ADAM10 inh,ADAM17 inh,TDP2 inh,KLK7 zymogen act,DDE Tn7 FP inh,canonical_smiles
-1,8,-3,-8,-8,-6,0,1,-0.4,-1,CC1CCc2c(sc3ncnc(NS(=O)(=O)c4cccs4)c23)C1 (configuration not stated)
-1,-1,-6,7,3,-6,-6,-11,-0.7,5,CCOC(=O)C(=CNc1ccc(OC)cc1[N+](=O)[O-])C(=O)OCC
2,12,-1,-2,-1,1,1,3,0.3,-5,CCOC(=O)c1ccc2c(c1)N(CC(=O)N1CCCC1)C(=O)C(C)(C)O2
2,-13,0,6,17,1,-3,-12,0.2,-1,COc1ccc(CN2CCN(C(=O)C3CCC(CNS(=O)(=O)c4ccccc4)CC3)CC2)c(OC)c1OC (configuration not stated)
-3,4,2,-1,7,-10,-1,-6,0.0,3,CCOc1cc(N2CCOCC2)c(OCC)cc1NC(=O)c1[nH]c(C)c(C(C)=O)c1C
1,6,8,-4,4,7,1,-8,-0.1,0,Clc1ccc(N/N=C/c2cccnc2)cc1
-2,4,1,-1,8,3,-2,-5,-0.3,2,S=c1[nH]cnc2sc(-c3ccccc3)cc12
-2,5,1,-11,-2,2,-1,-2,0.2,-1,OCC[C@@H]1C[C@@H](O)[C@H](O)[C@]2(OCCc3ccccc32)O1
-2,-2,-1,0,-1,19,8,-1,0.7,1,CC(C)C1C(=O)N(Cc2cn(CCC3OCCO3)nn2)CCS(=O)(=O)N1Cc1ccc(-c2ccc(Cl)c(Cl)c2)cc1 (configuration not stated)
1,4,-1,5,-7,-8,-5,6,-0.4,12,COc1cc(C)ccc1S(=O)(=O)NC(=O)C1(C)CCN1C(=O)COc1ccc(Cl)cc1 (configuration not stated)

Arranged by formula weight (lowest first): 3 of the compounds above.
PLC-gamma1 inh,Tn6 DDE FP,LEDGF integ inh,ASAP1 GAP inh,ARFGAP1 inhibitor,ADAM10 inh,ADAM17 inh,TDP2 inh,KLK7 zymogen act,DDE Tn7 FP inh,canonical_smiles
-3,4,2,-1,7,-10,-1,-6,0.0,3,CCOc1cc(N2CCOCC2)c(OCC)cc1NC(=O)c1[nH]c(C)c(C(C)=O)c1C
1,4,-1,5,-7,-8,-5,6,-0.4,12,COc1cc(C)ccc1S(=O)(=O)NC(=O)C1(C)CCN1C(=O)COc1ccc(Cl)cc1 (configuration not stated)
-2,-2,-1,0,-1,19,8,-1,0.7,1,CC(C)C1C(=O)N(Cc2cn(CCC3OCCO3)nn2)CCS(=O)(=O)N1Cc1ccc(-c2ccc(Cl)c(Cl)c2)cc1 (configuration not stated)

Additional entries.
PLC-gamma1 inh,Tn6 DDE FP,LEDGF integ inh,ASAP1 GAP inh,ARFGAP1 inhibitor,ADAM10 inh,ADAM17 inh,TDP2 inh,KLK7 zymogen act,DDE Tn7 FP inh,canonical_smiles
6,1,0,4,0,4,3,-10,1.1,-6,CC(=O)c1cccc(CN2CCCC(N3CCN(c4ccccc4F)CC3)C2)c1 (configuration not stated)
-4,0,0,-3,-5,-5,-1,1,0.2,0,CC(=O)C[C@@H](O)CC(=O)[C@@H]1OC(=O)[C@@H](C)C/C=C\Cc2ccccc21
2,2,1,-5,-8,9,5,-2,0.4,0,CCCCn1c(SCC(=O)c2ccc(OC)c(OC)c2)nc2cc(S(N)(=O)=O)ccc21
-3,-1,-4,1,2,-15,-3,-5,0.1,-6,NS(=O)(=O)c1ccc(CNS(=O)(=O)c2ccc(Cl)nc2)cc1
-14,11,0,6,0,-16,-3,15,1.5,-4,COC(=O)C1=C(C)OC(N)=C(C#N)C1c1cc(OC)c(OCC(N)=O)cc1Cl (configuration not stated)
-1,7,-1,1,0,3,-2,9,-0.3,5,O=c1[nH]c2cnccc2n1-c1ccccc1
5,9,-1,-1,-6,-2,-4,-4,0.3,7,Cc1nc2ccccc2n1C(=O)N1CCOCC1
12*,-6,4,-8,-2,9,9.9*,-20,0.2,-4,Cc1ccc(C(=O)Nc2ccc(C)c(S(=O)(=O)N(C)C)c2)s1
-23,1,0,-8,-9,9,-2,-1,0.8,3,O=C(Nc1nc2c(s1)CCCC2)c1ccc(Br)o1
-1,6,-4,-1,3,3,-4,10,0.5,0,COc1ccc(-c2nnc(SCCC(=O)O)n2C)cc1OC

Following part
PLC-gamma1 inh,Tn6 DDE FP,LEDGF integ inh,ASAP1 GAP inh,ARFGAP1 inhibitor,ADAM10 inh,ADAM17 inh,TDP2 inh,KLK7 zymogen act,DDE Tn7 FP inh,canonical_smiles
-8,8,1,0,9,-258,-89,-2,2.5,5,CCCCON1C(=O)c2cccc3cccc(c23)C1=O
5,-3,2,5,-11,4,1,-8,-0.1,2,CC(=O)Nc1ccc(NC(=O)CSc2ccc(C)cc2)cc1
1,6,0,5,15,27*,8,-9,-0.3,-6,Cc1ccc(NS(=O)(=O)c2ccc(NC(=O)C(C)Sc3ccc(Cl)cc3)cc2)c(C)c1 (configuration not stated)
1,2,4,7,-1,1,-1,1,-0.1,-6,O=C(O)CC1(CC(=O)Nc2ccccc2N2CCOCC2)CCCC1
0,4,-3,-1,-7,-2,-3,16,-0.9,1,CC(=O)NN1C(=O)c2ccc3c4c(ccc(c24)C1=O)C(=O)N(NC(C)=O)C3=O
2,-4,2,-6,5,-6,0,-1,-0.4,-1,COc1ccc(OCCSc2nnc3sc4ccccc4n23)cc1

Of the compounds above, these have a furan ring, fused or not.
PLC-gamma1 inh,Tn6 DDE FP,LEDGF integ inh,ASAP1 GAP inh,ARFGAP1 inhibitor,ADAM10 inh,ADAM17 inh,TDP2 inh,KLK7 zymogen act,DDE Tn7 FP inh,canonical_smiles
-2,2,5,-16,8,2,-6,-1,-0.8,4,CCc1nnc(NC(=O)c2ccc(COc3ccccc3C)o2)s1
-23,1,0,-8,-9,9,-2,-1,0.8,3,O=C(Nc1nc2c(s1)CCCC2)c1ccc(Br)o1
